Screening results deposited in PubChem by several laboratories.
TLR4-MyD88 BLA = blocks binding of human TLR4 to MyD88. O00206+Q99836. HeLa CL3-4 TLR4/MyD88 BLA complementation, FRET ratio. inhibition, % at 8.4 µM. 200,000 compounds, 0.18% hits; in the data active = inhibition above about 25%;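 note: 0% = vehicle and 100% = reference inhibitor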
Target sequence (O00206 whole entry, looked up): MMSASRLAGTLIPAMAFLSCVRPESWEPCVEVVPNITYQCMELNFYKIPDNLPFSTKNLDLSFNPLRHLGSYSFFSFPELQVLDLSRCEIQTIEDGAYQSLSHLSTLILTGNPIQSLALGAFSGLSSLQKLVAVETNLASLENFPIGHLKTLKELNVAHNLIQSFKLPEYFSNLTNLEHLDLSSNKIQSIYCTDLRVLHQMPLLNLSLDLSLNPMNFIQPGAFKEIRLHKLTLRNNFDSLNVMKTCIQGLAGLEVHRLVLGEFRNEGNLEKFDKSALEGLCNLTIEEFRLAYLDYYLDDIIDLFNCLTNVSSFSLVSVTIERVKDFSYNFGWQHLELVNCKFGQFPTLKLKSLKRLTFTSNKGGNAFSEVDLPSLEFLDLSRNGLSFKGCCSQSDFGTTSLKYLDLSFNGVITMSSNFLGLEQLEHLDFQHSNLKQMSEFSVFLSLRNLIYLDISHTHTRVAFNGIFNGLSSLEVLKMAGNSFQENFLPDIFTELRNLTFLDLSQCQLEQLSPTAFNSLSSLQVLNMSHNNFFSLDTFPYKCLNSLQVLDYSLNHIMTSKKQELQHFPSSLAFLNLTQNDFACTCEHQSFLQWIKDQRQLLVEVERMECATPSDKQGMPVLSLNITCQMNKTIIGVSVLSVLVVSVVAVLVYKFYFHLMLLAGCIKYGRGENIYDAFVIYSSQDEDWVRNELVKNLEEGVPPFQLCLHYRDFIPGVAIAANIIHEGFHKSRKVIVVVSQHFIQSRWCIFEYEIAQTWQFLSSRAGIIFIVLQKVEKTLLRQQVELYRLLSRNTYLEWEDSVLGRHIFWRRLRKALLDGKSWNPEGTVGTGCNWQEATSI
Target sequence (Q99836 whole entry, looked up): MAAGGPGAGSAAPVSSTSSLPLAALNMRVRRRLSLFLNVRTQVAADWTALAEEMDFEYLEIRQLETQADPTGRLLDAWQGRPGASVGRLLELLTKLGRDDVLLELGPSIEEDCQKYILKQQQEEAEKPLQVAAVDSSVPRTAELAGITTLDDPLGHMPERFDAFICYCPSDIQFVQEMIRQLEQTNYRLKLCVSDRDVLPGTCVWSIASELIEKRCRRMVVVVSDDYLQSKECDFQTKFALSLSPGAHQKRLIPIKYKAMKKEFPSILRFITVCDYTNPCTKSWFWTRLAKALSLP
STAT1 blocker = reduces IFN-gamma driven STAT1 reporter signal; NIH 3T3 STAT1-luciferase reporter, luminescence; inhibition, % at 5.5 µM; 200,000 compounds, 0.35% hits; AID 920;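 active = inhibition above a set limit, the mean inhibition across all tested compounds plus 3 SD, cut at about 34% in these data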;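 note: 0% = IFN-gamma with DMSO and 100% = IFN-gamma with 300 µM nifuroxazide; values of inactives mirror those of a sister screen read the other way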
STAT3 blocker = inhibitors of IL-6 induced STAT3 signaling | U3A cells, IL-6 STAT3-luciferase reporter, luminescence; host cell line lacks STAT1 | 190,000 compounds, 0.89% hits | inhibition, % at 5.5 µM;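 active = inhibition above the mean inhibition across all screened compounds plus 3 SD, cut at about 44% in these data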;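 note: 0% = DMSO only wells and 100% = 100 µM nifuroxazide control wells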
PPARg SRC1 recr = agonists of human PPARgamma SRC-1 coactivator recruitment; 200,000 compounds, 0.41% hits; P37231; PPARgamma-SRC-1 coactivator recruitment biochemical assay; AID 631; activation, % at 8 µM; in the data active = activation above about 19%;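 note: 0% = DMSO and 100% = reference agonist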
PPARg SRC2 recr = agonists of SRC-2 recruitment by human PPARgamma; P37231; PPARgamma LBD-SRC-2 recruitment, biochemical; activation, % at 8 µM; 200,000 compounds, 0.34% hits; AID 1032; in the data active = activation above about 22%;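 note: 0% = vehicle and 100% = reference agonist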
S1P3 antagonist = blocks the human S1P3 receptor. Q99500. CHO S1P3 NFAT-BLA reporter, FRET fluorescence, antagonist mode. inhibition, % at 4.98 µM. 170,000 compounds, 0.27% hits;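 active = inhibition above the plate cutoff, the mean inhibition of test wells on that plate plus 3 SD, cut at about 28% in these data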;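 note: cells challenged with S1P at its EC80 of 0.8 µM; blue over green emission ratio from cleaved BLA substrate after 4 h stimulation; 0% = S1P-stimulated wells and 100% = unstimulated DMSO-only wells; some compounds past the cut are filed as inactive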
RAM network inh = inhibitors of the yeast RAM network | S. cerevisiae dse1pr::URA3 reporter, 5-FOA growth OD615, 2 d; analog-sensitive cbk1-as2 kinase mutant strain | 190,000 compounds, 1.8% hits | inhibition, % at 50 µM;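 active = inhibition above a set limit, 3 SD over mean compound inhibition, cut at about 8.4% in these data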;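 note: 0% = DMSO-only wells with no growth and 100% = 10 µM 1-NA-PP1 full growth; inhibition rescues growth on 5-FOA so higher OD means more RAM inhibition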
SRC2 TRFRET art = flags TR-FRET format artefacts in PPARgamma SRC-2 recruitment agonist screen | TR-FRET artefact counter-screen; active compounds read high | TR-FRET ratio at 8 µM | 200,000 compounds, 0.4% hits; in the data active = TR-FRET ratio above about 2000; note: inactives centre near 1500
PPARg SRC3 recr = promotes SRC-3 coactivator recruitment by human PPARgamma. P37231. biochemical PPARgamma/SRC-3 coactivator recruitment assay. activation, % at 8 µM. 200,000 compounds, 0.26% hits. AID 731; in the data active = activation above about 23%;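 note: 0% = DMSO and 100% = reference agonist; some compounds past the cut are filed as inactive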
ROMK mod = modulates human ROMK potassium channel activity. P48048. Tet-inducible ROMK, thallium flux fluorescence; actives lie on both sides. B-score at 10 µM. 130,000 compounds, 2% hits. AID 1918;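 active = signal ratio slope over the read window, or its plate-corrected B-score, at least 3 SD from the plate mean, either direction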;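 note: B-score of the F/F0 ratio slope over 7 to 12 s after thallium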
STAT3 act = increases IL-6 driven STAT3 reporter signal; U3A cells, IL-6 STAT3-luciferase reporter, luminescence; 100% = signal with IL-6 EC80 alone; activation (% of control), % at 5.6 µM; 190,000 compounds, 0.91% hits; AID 871;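 active = activation above the screen-wide mean of compound activation plus 3 SD, cut at about 130% in these data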;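 note: 0% = background luminescence of wells with medium and substrate only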
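Material: STAT1-lacking human U3A cells, STAT3 luciferase reporter | Benchmarks: IL-6-only wells as 100% reference | Probe or stimulus: IL-6 (33 ng/mL) | Timing: Compound 1 h, then IL-6 6 h at 37 °C | Detection: Luminescence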
* = called active by the depositor; x = no result given.

mol | TLR4-MyD88 BLA | STAT1 blocker | STAT3 blocker | PPARg SRC1 recr | PPARg SRC2 recr | S1P3 antagonist | RAM network inh | SRC2 TRFRET art | PPARg SRC3 recr | ROMK mod | STAT3 act
O=C1CN(C(=O)CSc2nnc(C3CC3)n2-c2ccccc2)c2ccccc2N1 | 15 | 4 | -2 | -8 | -2 | x | -0.1 | 1472 | -10 | x | 105
Cc1cc(C)cc(-n2c(=O)c3sccc3n(CC(=O)NCc3ccco3)c2=O)c1 | -5 | 9 | 10 | 6 | 9 | -12 | 4.2 | 1588 | 4 | x | 96
O=C(O)c1ccc2c(c1)N(Cc1cccc(F)c1)C(=O)CS2 | -6 | 1 | -8 | -9 | 7 | -22 | 5.7 | 1538 | 9 | x | 111
CCCC(=O)OCC(=O)NCc1ccc(Cl)cc1 | -4 | 5 | 8 | 4 | 12 | -9 | 0.0 | 1834 | 2 | 0.87 | 99
COc1ccc(NC(=O)C2CC(=O)n3cnnc3S2)cc1 (stereo not drawn) | -1 | 17 | 9 | 8 | 7 | x | 2.6 | 1633 | -1 | -0.0088 | 93
CCOC(=O)c1c(-c2ccc(OC)cc2)csc1NC(=O)COc1ccc2c(C)cc(=O)oc2c1 | -3 | 2 | 8 | 0 | 4 | 10 | 4.5 | 1514 | 7 | x | 92
CCC(C)NC(=O)c1cnn2c1NC(c1ccc3c(c1)OCO3)CC2C(F)(F)F (stereo not drawn) | -7 | 2 | 0 | 5 | 4 | 7 | 4.5 | 1652 | 2 | x | 102
S=C(NCc1ccccc1)N1CCCCC1 | -2 | -8 | 1 | -6 | -1 | -9 | -0.1 | 1403 | 5 | -0.54 | 102
COCCCNC(=S)NC(=O)c1ccc(C)cc1 | -6 | -32 | -22 | -4 | -4 | -12 | -1.2 | 1567 | 0 | 1.2 | 123
O=C(Nc1ccc2oc(-c3ccccc3)nc2c1)c1ccc2c(c1)OCCO2 | 5 | -2 | 19 | 1 | -2 | 9 | 2.0 | 1484 | -6 | 0.34 | 85
Cc1ccc2[nH]c(=O)c(CN(CC3CCCO3)C(=O)c3ccncc3)cc2c1 (stereo not drawn) | 12 | 9 | 0 | 0 | 12 | -13 | 0.0 | 1571 | 3 | -0.2 | 102
OC(CNCC1COc2ccccc2O1)COCc1cccs1 (stereo not drawn) | -6 | -2 | -3 | 1 | 2 | -13 | -1.2 | 1603 | -5 | x | 107

Molecules shown so far containing an aryl methoxy group, in the order listed:
mol | TLR4-MyD88 BLA | STAT1 blocker | STAT3 blocker | PPARg SRC1 recr | PPARg SRC2 recr | S1P3 antagonist | RAM network inh | SRC2 TRFRET art | PPARg SRC3 recr | ROMK mod | STAT3 act
COc1ccc(NC(=O)C2CC(=O)n3cnnc3S2)cc1 (stereo not drawn) | -1 | 17 | 9 | 8 | 7 | x | 2.6 | 1633 | -1 | -0.0088 | 93
CCOC(=O)c1c(-c2ccc(OC)cc2)csc1NC(=O)COc1ccc2c(C)cc(=O)oc2c1 | -3 | 2 | 8 | 0 | 4 | 10 | 4.5 | 1514 | 7 | x | 92

Next part.
mol | TLR4-MyD88 BLA | STAT1 blocker | STAT3 blocker | PPARg SRC1 recr | PPARg SRC2 recr | S1P3 antagonist | RAM network inh | SRC2 TRFRET art | PPARg SRC3 recr | ROMK mod | STAT3 act
C=CCOc1ccc(CNc2nccs2)cc1 | -5 | -11 | 3 | -3 | -4 | x | 2.0 | 1498 | 12 | x | 101
Cc1cc(C)c(S(=O)(=O)N2CCCCC2)c(C)c1N(C)S(=O)(=O)c1ccccc1 | -16 | 7 | 3 | 5 | -2 | x | 6.3 | 1668 | 9 | -0.11 | 103
Cc1cc(Br)ccc1NC(=O)C(C)c1ccc([N+](=O)[O-])cc1 (stereo not drawn) | 1 | 7 | -5 | -4 | -1 | -4 | 3.2 | 1673 | 1 | x | 104
CCCC(=O)C1=C(N(C)c2ccccc2)CC(C)(C)C(C(=O)OC)C1=O (stereo not drawn) | 6 | -16 | 9 | 1 | 3 | -1 | -0.1 | 1534 | -10 | x | 92
Cc1cc(C)n(-c2nc(NCCO)c3c4c(sc3n2)CCCC4)n1 | 3 | -17 | -3 | 6 | 10 | 19 | 3.8 | 1761 | -2 | x | 107
COc1cc(/C=N/n2nnnc2N)ccc1O | -4 | -3 | 11 | 2 | 15 | x | 1.4 | 1792 | 8 | 0.75 | 92
CC(=O)N1CCN(CC(=O)c2ccc(Br)cc2)CC1 | -4 | 5 | 13 | 1 | 1 | 0 | 0.1 | 1693 | -4 | x | 91
CC(=O)Nc1ccc(N(C)S(C)(=O)=O)cc1 | -11 | -3 | 3 | 0 | -6 | x | 0.5 | 1444 | -3 | -0.15 | 102
CC(=O)N1CCc2cc(S(=O)(=O)NC(CC(C)C)C(=O)Nc3cc(C)ccn3)ccc21 (stereo not drawn) | 7 | 4 | 24 | 4 | 6 | -16 | 1.7 | 1518 | 3 | x | 85
CC(C)Cc1nnc(NC(=O)CSc2ncn[nH]2)s1 | 4 | -2 | 1 | 2 | 0 | -2 | 1.1 | 1619 | -3 | x | 99
COCCn1c(SCC(=O)N2CC(=O)Nc3ccccc32)nnc1-c1ccoc1C | -7 | -1 | 1 | 3 | 2 | x | -0.4 | 1522 | -6 | x | 102
CCn1c(SCC(=O)N/N=C/c2ccccc2OCC(=O)O)nnc1-c1ccc(OC)cc1 | -9 | 3 | 0 | 3 | 9 | -13 | 2.6 | 1662 | 4 | -0.35 | 102
N/C(=N\OC(=O)COc1ccc2ccccc2c1)c1ccccn1 | 8 | -23 | -19 | -6 | 1 | x | -0.3 | 1659 | 4 | x | 115
CCn1c(COc2ccc(=O)n(-c3ccccc3)n2)nnc1SCc1cccc(OC)c1 | 10 | -7 | -14 | 12 | 2 | x | -0.1 | 1651 | 4 | -0.26 | 113
Fc1ccc(NC(=S)NC2CCN(Cc3ccccc3)CC2)cc1 | -11 | -3 | 10 | 0 | 17 | 0 | 1.0 | 1658 | 0 | -0.62 | 99
CCOC(=O)c1cc(NC(=O)c2cccnc2)ccc1N1CCOCC1 | 1 | -2 | 3 | 1 | 1 | 2 | 0.4 | 1436 | 1 | -0.067 | 99
O=C1Nc2cc(Cl)c(Cl)cc2N(O)N1c1ccc(Cl)c(Cl)c1 | -9 | 9 | 0 | 2 | 4 | x | 2.7 | 1457 | 5 | x | 104
CCOc1cc(NS(=O)(=O)c2ccccc2)c(OCC)cc1NC(=O)c1ccco1 | -6 | -5 | 4 | 8 | 12 | x | 3.8 | 1594 | 8 | x | 98
COC(=O)C(C)Sc1ncnc2c1c(-c1ccccc1)cn2-c1ccc(OC)cc1 (stereo not drawn) | -14 | -7 | -5 | 10 | 5 | -4 | -0.4 | 1512 | 2 | x | 103
O=C(CCS(=O)(=O)c1ccc(Br)s1)N1CCc2ccccc21 | -1 | 3 | -13 | 7 | 7 | 3 | 0.2 | 1478 | 3 | 0.14 | 112
Cc1ccc(N(C(C)C(=O)Nc2ccc3c(c2)OCO3)S(C)(=O)=O)cc1 (stereo not drawn) | 5 | 4 | 2 | 3 | -1 | -46 | 2.6 | 1473 | 2 | x | 102
O=C(NC(=S)NCc1nc2ccccc2[nH]1)c1ccccc1F | 2 | -23 | 3 | 12 | 6 | 6 | 0.6 | 1631 | 2 | 0.0053 | 101
CCOC(=O)c1ccc(CS(=O)c2ccc(Cl)cc2)o1 (stereo not drawn) | -14 | 2 | 3 | 2 | 6 | -13 | 1.4 | 1590 | 6 | 0.77 | 101
Cc1ccc(Nc2nc(N)nc(CN3CCN(Cc4ccc5c(c4)OCO5)CC3)n2)cc1C | -1 | -7 | 8 | 1 | -1 | 3 | 0.2 | 1532 | 0 | -0.34 | 96

Whole records as entered above. Order of values: TLR4-MyD88 BLA | STAT1 blocker | STAT3 blocker | PPARg SRC1 recr | PPARg SRC2 recr | S1P3 antagonist | RAM network inh | SRC2 TRFRET art | PPARg SRC3 recr | ROMK mod | STAT3 act
CCOC(=O)c1cc(NC(=O)c2cccnc2)ccc1N1CCOCC1 reads 1 | -2 | 3 | 1 | 1 | 2 | 0.4 | 1436 | 1 | -0.067 | 99
O=C(Nc1ccc2oc(-c3ccccc3)nc2c1)c1ccc2c(c1)OCCO2 reads 5 | -2 | 19 | 1 | -2 | 9 | 2.0 | 1484 | -6 | 0.34 | 85
CCCC(=O)C1=C(N(C)c2ccccc2)CC(C)(C)C(C(=O)OC)C1=O (stereo not drawn) reads 6 | -16 | 9 | 1 | 3 | -1 | -0.1 | 1534 | -10 | x | 92
O=C(O)c1ccc2c(c1)N(Cc1cccc(F)c1)C(=O)CS2 reads -6 | 1 | -8 | -9 | 7 | -22 | 5.7 | 1538 | 9 | x | 111

New compounds follow.
mol | TLR4-MyD88 BLA | STAT1 blocker | STAT3 blocker | PPARg SRC1 recr | PPARg SRC2 recr | S1P3 antagonist | RAM network inh | SRC2 TRFRET art | PPARg SRC3 recr | ROMK mod | STAT3 act
O=C(Nc1ccccc1N1CCOCC1)c1cccc(NS(=O)(=O)c2ccc(F)c(F)c2)c1 | -6 | -1 | 8 | 3 | 3 | -8 | 6.2 | 1472 | 1 | -0.45 | 97
CCc1cc2cccc(C)c2nc1SCC(=O)NNC(=O)c1ccco1 | -1 | -2 | -8 | 4 | -6 | x | 3.8 | 1558 | 13 | x | 112
CCN(CC)C(=O)C1CCCN(Cc2nc(-c3cnccn3)no2)C1 (stereo not drawn) | -21 | -1 | 10 | 7 | 5 | 0 | 0.5 | 1578 | 2 | 1.1 | 96
CCOC(=O)C1(Nc2nccs2)Sc2ccccc2NC1=O (stereo not drawn) | -6 | 7 | 6 | 3 | -1 | 17 | 3.4 | 1488 | 1 | 1.8 | 97
CCCCNC(=O)C1CCN(Cc2ccccn2)CC1 | 7 | 3 | 3 | -4 | 1 | x | -0.7 | 1379 | 4 | x | 100
Cc1ccc(CC2CC(=O)N(C(Cc3ccccc3)C(=O)O)C2=O)cc1 (stereo not drawn) | -14 | 1 | 8 | -2 | 5 | -18 | 1.0 | 1660 | 5 | 0.53 | 95
COc1cccc(NC(=O)NCCc2ccc(Cl)cc2)c1 | 7 | -13 | 9 | 2 | 4 | -1 | 3.4 | 1405 | 3 | -1 | 98
C/C(=C\C(=O)c1cccnc1)Nc1ccc(O)cc1 | 6 | -14 | 2 | 5 | 12 | x | 0.8 | 1741 | 11 | 0.32 | 97
O=C(c1cc2ccccc2c(=O)o1)N1CCCc2ccccc21 | 0 | -6 | 10 | 7 | 3 | -1 | -0.3 | 1552 | 13 | 0.39 | 93
O=[N+]([O-])c1ccccc1S(=O)(=O)N1CCN(Cc2ccsc2)CC1 | -17 | 4 | 5 | 4 | -3 | -8 | 1.4 | 1629 | -2 | -1.1 | 100
Cc1ccc(-c2nnc3ccc(SC(C)C(=O)O)nn23)cc1 (stereo not drawn) | 10 | 0 | -9 | 3 | 8 | 9 | 3.9 | 1641 | 6 | x | 108
O=C(N/N=C\c1ccc(CNS(=O)(=O)c2ccccc2)o1)C(=O)Nc1ccc(F)cc1 | 8 | -6 | 6 | 8 | 6 | 4 | 3.5 | 1741 | -1 | x | 98
